From PubChem BioAssay
HTT ATP protect: qHTS Multiplex Assay to Identify Dual Action Probes in a Cell Model of Huntington: Cytoprotection (ATP). Potency, µM (top dose mostly 56.4 µM), inactives show cytoprotection (ATP increase), most hits filed as activators. PC12 HTT-Q103 induced, cytoprotection, ATP luminescence, 40 h. AID 1471, 2008. 230,000 compounds, 0.14% hits;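 further: % of control where 0% means no effect; nearly all actives have a fitted effect of over 45% in size; toxic huntingtin expression switched on by the ecdysone agonist tebufenozide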
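Readout: ATPlite luminescence (ATP level). Model: stable PC12, inducible Htt exon1 Q103-GFP. Inducer: tebufenozide, 100 nM final. Compounds: dose series. No G418 in medium.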
TR SRC2 fluor cs: Total Fluorescence Counterscreen for Inhibitors of the Interaction of Thyroid Hormone Receptor and Steroid Receptor Coregulator 2; Potency, µM (doses to about 106 µM), inactives show at the highest dose fluorescence change, negative = quenching; TRb/SRC2 Texas Red total fluorescence interference; 280,000 compounds, 0.29% hits; active means well fitted curve in either direction with a large enough effect; inconclusive means small, poorly fitted or top-dose-only effect; further: on the % scale 0 is the no-effect control and ±100 the full control effect
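Flags fluorescent or light-absorbing compounds by total fluorescence, S + 2P, at 555 nm excitation and 632 nm emission. Mixture: 20 nM Texas Red SRC2 peptide, 0.6 uM human TRb LBD, 1 uM T3, 5% DMSO; compound exposure 5 h at ambient temperature.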
RECQ1 helicase: qHTS Assay for Inhibitors of RecQ-Like Dna Helicase 1 (RECQ1) | ATP-dependent DNA helicase Q1 (Homo sapiens), P46063 | RECQ1 DNA unwinding, red fluorescence kinetic read | Potency, µM (highest dose often 57.3 µM), inactives show at the top dose activity, negative = inhibition, usual class: inhibitors | 240,000 compounds, 0.54% hits;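 further: plate controls were vehicle for no effect and no enzyme for full effect; nearly all actives have a fitted effect of over 30% in size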
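RECQ1T1 50 nM; forked duplex (20 bp + 30-nt ss tails) 200 nM, ATP 2 mM final; pH 8.0, 2 mM MgCl2, 2.5 ug/ml poly(dI-dC); 15 min compound preincubation; discontinuous kinetic read over 2 h at RT.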
TRb-SRC2 inh: qHTS for Inhibitors of the Interaction of Thyroid Hormone Receptor and Steroid Receptor Coregulator 2 | Thyroid hormone receptor beta (Homo sapiens), P10828 | Potency, µM (series often up to 106 µM), for the others: at the highest dose activity change, negative = inhibition, most hits filed as inhibitors | 280,000 compounds, 0.065% hits | TRbeta-SRC2 peptide binding, fluorescence polarization; receptor liganded with 1 µM T3;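 further: plate controls were bound peptide for no effect and peptide without receptor for full effect; nearly all actives have a fitted effect of over 50% in size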
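A fluorescence polarization screen tested compounds at multiple concentrations against complex formation between 0.6 uM TRb ligand-binding domain and 20 nM Texas Red SRC2 peptide, with 1 uM T3 present; readout after 5 hr.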
L3MBTL1 inh: qHTS Assay for the Inhibitors of L3MBTL1 | Potency, µM (titrated, usually from 57.1 µM), without a hit: at the highest dose activity, negative = inhibition, actives largely listed as inhibitors | 230,000 compounds, 0.66% hits | AID 485360, 2010 | AlphaScreen L3MBTL1–H3K9me1 peptide binding; further: on the % scale 0 is the no-effect control and ±100 the full control effect; nearly all actives have a fitted effect of over 60% in size
Target sequence (Q9Y468 whole entry, looked up): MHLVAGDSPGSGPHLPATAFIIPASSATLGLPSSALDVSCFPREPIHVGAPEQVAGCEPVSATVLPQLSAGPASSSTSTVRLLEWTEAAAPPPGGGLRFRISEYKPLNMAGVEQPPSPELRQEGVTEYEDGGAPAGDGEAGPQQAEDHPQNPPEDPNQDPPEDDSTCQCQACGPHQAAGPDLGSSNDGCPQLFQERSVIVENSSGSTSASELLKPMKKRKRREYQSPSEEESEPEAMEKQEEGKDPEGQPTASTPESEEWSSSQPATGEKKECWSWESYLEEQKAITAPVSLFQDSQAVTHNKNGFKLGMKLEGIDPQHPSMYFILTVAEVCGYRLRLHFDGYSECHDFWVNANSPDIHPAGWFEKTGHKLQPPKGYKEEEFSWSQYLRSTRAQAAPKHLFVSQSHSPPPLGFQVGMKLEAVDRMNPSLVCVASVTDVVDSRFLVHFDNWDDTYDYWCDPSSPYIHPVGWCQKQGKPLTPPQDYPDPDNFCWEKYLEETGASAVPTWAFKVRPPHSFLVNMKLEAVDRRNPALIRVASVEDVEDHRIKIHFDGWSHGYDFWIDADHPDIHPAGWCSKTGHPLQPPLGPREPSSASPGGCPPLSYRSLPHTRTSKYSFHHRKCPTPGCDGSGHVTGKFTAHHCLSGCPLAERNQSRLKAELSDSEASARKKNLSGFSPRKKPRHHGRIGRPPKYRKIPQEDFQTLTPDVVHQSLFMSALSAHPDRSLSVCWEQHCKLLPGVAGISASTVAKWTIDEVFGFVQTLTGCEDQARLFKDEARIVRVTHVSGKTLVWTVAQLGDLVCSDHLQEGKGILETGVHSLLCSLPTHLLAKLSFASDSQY
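Displacement of a biotinylated histone H3(1-15) peptide monomethylated at Lys9 (75 nM) from L3MBTL1 (50 nM) was measured by AlphaScreen after a 30 min room-temperature compound incubation; cefsulodin titration served as intraplate control.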
Tau fluor counter: Counterscreen qHTS for Inhibitors of Tau Fibril Formation, Fluorescence Polarization | 280,000 compounds, 0.93% hits | tau K18 P301L Alexa594 fluorescence, heparin fibrillization | Potency, µM (top dose mostly 57.7 µM), for the others: at the highest dose activity change, negative = decrease | AID 1463, 2008; further: on the % scale 0 is the no-effect control and ±100 the full control effect; nearly all actives have a fitted effect of over 55% in size
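Human tau K18 P301L (15 uM unlabeled, 0.24 uM Alexa 594-labeled) in 100 mM sodium acetate pH 7 with 20 uM heparin, 6 hr at 37 C. ThT 30 uM added, 1 hr ambient; Alexa 594 FP and total fluorescence read at 555/632 nm.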
Tau fibril FP: qHTS for Inhibitors of Tau Fibril Formation, Fluorescence Polarization. Microtubule-associated protein tau (Homo sapiens), P10636. 280,000 compounds, 0.39% hits. K18 P301L tau heparin fibrillization, Alexa594 FP, 6 h. Potency, µM (top dose mostly 57.7 µM), for inactives: at the top dose activity, negative = inhibition, usual class: inhibitors; further: on the % scale 0 is the no-effect control and ±100 the full control effect; nearly all actives have a fitted effect of over 55% in size
Target sequence (P10636 561-689 P618L limits assumed): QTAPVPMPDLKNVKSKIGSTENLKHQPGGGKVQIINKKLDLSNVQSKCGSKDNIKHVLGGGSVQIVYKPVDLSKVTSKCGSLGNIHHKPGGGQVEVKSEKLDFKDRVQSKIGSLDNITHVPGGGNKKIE
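Human tau K18 […] P301L fragment, 15 uM unlabeled plus 0.24 uM Alexa 594-labeled tau (final), with compound and 20 uM heparin in 100 mM sodium acetate pH 7; 6 hr at 37 C, then Alexa 594 FP read.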
Tau fibril ThT: qHTS for Inhibitors of Tau Fibril Formation, Thioflavin T Binding; Microtubule-associated protein tau (Homo sapiens), P10636; recombinant tau K18 P301L (four-repeat tau fragment), heparin-induced fibrillization, ThT fluorescence; Potency, µM (highest dose often 57.4 µM), without a hit: at the top dose activity, negative = inhibition, hits mostly inhibitors; 270,000 compounds, 2.1% hits; AID 1460, 2008; further: on the % scale 0 is the no-effect control and ±100 the full control effect; nearly all actives have a fitted effect of over 55% in size
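Heparin-induced (20 uM) aggregation of recombinant human K18 P301L tau, 15 uM unlabeled with 0.24 uM labeled, pH 7 acetate buffer, 6 hr at 37 C with compound. Fibrils quantified by 30 uM ThT fluorescence after 1 hr ambient incubation.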
An asterisk follows results filed as active; i = inactive; ? = inconclusive; . = not tested or not shown; & = joins results of further samples; [ ] = remark or other dose. Unless noted, the call rests on the fitted dose curve; in most records, active means well fitted curve in the direction sought with a large enough effect; inconclusive means small, poorly fitted or top-dose-only effect, or another doubt; inactive means no such curve, though single readings can be large; an effect the other way counts as inactive or inconclusive. Potency means the concentration at half of the fitted maximal effect.

SMILES | HTT ATP protect | TR SRC2 fluor cs | RECQ1 helicase | TRb-SRC2 inh | L3MBTL1 inh | Tau fluor counter | Tau fibril FP | Tau fibril ThT
O=C(CCc1ccccc1O)N/N=C/c1ccc(Sc2cccc3cccnc23)o1 | -18.5% | -0.9% | -18.6% | 3.4% | . | 14.1µM*[quencher] | ? | -10.2%
CNC(=S)N/N=C/c1ccccc1OCC(=O)O | -3.0%[10 µM] | -4.3% | -0.5% | 4.8% | 0.8% | -8.3% | 2.2% | -4.7%
COc1ccc(OC)c(Nc2ccc(C(=O)O)cc2[N+](=O)[O-])c1 | 16.9%[10 µM] | 0.3% | -4.1% | -0.2% | -2.7% | -8.8% | 11.6% | ?
COc1ccc2nc(NC(=O)CCN3C(=O)c4ccccc4C3=O)sc2c1 | -16.0% | -3.8% | i | 2.8% | 0.0% | -27.4% | -8.8% | ?
c1ccc(Nc2cccc3ccccc23)cc1 | -16.5% | 0.1%[201 µM] | -7.9% | 1.7%[201 µM] | 7.8% | . | . | .
Cc1nc2c(Cl)c(C)nn2c2c1CCC2 | 25.2%[10 µM] | -1.1% | -3.3% | -4.5% | 14.3% | 6.2% | -4.7% | 2.8%
CC(=C/c1ccccc1)/C=N/NC(=O)c1cc(C)oc1C | -16.6%[10 µM] | -24.6% | -7.9% | -0.1% | 6.3% | -19.0% | -5.4% | ?
CCCCCC(=O)N1CCN(CCN=CC2=C(O)CC(c3cccs3)CC2=O)CC1 (configuration not stated) | 28.5% | 0.7% | -10.0% | -2.7% | . | -8.8% | -2.7% | -17.7%
O=C(Cn1c(=O)oc2cc(S(=O)(=O)N3CCCC3)ccc21)Nc1ccc(C(F)(F)F)cc1 | -16.0% | -7.5% | -13.6% | -8.4% | 5.4% | -8.3% | -6.8% | 6.8%
Cc1ccc(C)c(N2CCN(C(=O)c3csc4ccccc34)CC2)c1 | 27.0%[10 µM] | 4.2% | ? | -11.0% | -10.0% | -9.9% | -6.4% | ?
N#CC1CC(c2ccccc2)Nc2cc(Cl)ccc2N1 (configuration not stated) | -86.7%[inhibitor][10 µM] | -10.2% | -10.6% | 5.0% | 72.2%[activator] | ? | ? | ?
COC(=O)c1ccccc1NC(=O)Nc1nnc(N2CCC(C)CC2)s1 | 7.4% | -0.8%&-2.0% | -15.1% | 7.8%&-19.6% | . | -3.0%&-10.6% | 9.4%&-11.2% | -6.2%&-11.7%
Cc1ccc(NC(=O)Nc2ccc(S(N)(=O)=O)cc2)cc1 | -20.8% | -2.1% | -9.2% | 0.6% | . | -13.5% | -5.1% | 12.0%
CCOC(=O)c1cnn(-c2ccccc2)c1-n1cccc1C(=O)C(=O)N(CC)CC | 11.3% | -5.8% | i | 0.3% | 10.1%[11.4 µM] | -1.9% | -2.0% | -5.4%
O=C(NCc1ccccn1)c1c(Cl)cccc1Cl | 19.1% | -6.6% | i | 4.1% | 2.7% | 3.2% | -3.7% | -5.8%
COc1ccc(N/N=C(\C#N)C(=N)N2CCCCC2)cc1 | -9.0%[10 µM] | -0.8% | -15.8% | 4.0% | -25.1% | -19.6% | 8.7% | ?
O=C(Nc1ccc(F)c([N+](=O)[O-])c1)c1ccc2c(c1)OCCO2 | -119.7%[inhibitor] | -3.5% | -12.1% | -0.3% | -3.0% | ? | -7.3% | ?
CCOC(=O)c1ccc(NNC(=O)CC)c([N+](=O)[O-])c1 | -25.3% | -1.1% | -16.8% | -7.3% | 21.4% | -1.2% | 5.1% | -3.0%
Clc1ccc(Cn2ncc3c(N4CCCCC4)ncnc32)c(Cl)c1 | -3.2%[0.074 µM] | -0.5% | i | -12.0% | . | -7.9% | -9.4% | -3.5%
CCOC(=O)C1(Cc2cccc(OC)c2)CCN(Cc2ccc(C)s2)CC1 | 1.3%[10 µM] | -4.1% | i | 0.8% | -3.8% | -2.0% | -7.0% | -7.9%
Cc1ccc2c(c1)c(CC(=O)Nc1ccc(C)c(F)c1)c(C(=O)O)n2C | 3.3% | -0.8%&-7.7% | i | 5.0%&-2.4% | . | -23.5%&-4.4% | ? | ?
CCc1nn(Cc2cc(C)ccc2C)c(=O)c2cc3cc(C)ccc3n12 | . | 0.4% | . | 4.7% | . | 5.3% | -6.0% | 4.3%
CSc1cccc(NC(=O)CC(c2ccc(F)cc2)N2Cc3ccccc3C2=O)c1 (configuration not stated) | . | -2.2% | . | -1.8% | . | -29.4% | ? | ?
COC(=O)c1cccc(Nc2cc(C)nc(-c3ccccc3O)n2)c1 | -10.6%[10 µM] | -3.6% | -23.1% | -1.9% | 11.0% | ? | 11.2µM* | ?

Copied from the list.
Tau fibril FP result of COc1ccc(N/N=C(\C#N)C(=N)N2CCCCC2)cc1 is entered as 8.7%
RECQ1 helicase result of COC(=O)c1cccc(Nc2cc(C)nc(-c3ccccc3O)n2)c1 is entered as -23.1%
Tau fibril ThT result of CCc1nn(Cc2cc(C)ccc2C)c(=O)c2cc3cc(C)ccc3n12 is entered as 4.3%
TRb-SRC2 inh result of CSc1cccc(NC(=O)CC(c2ccc(F)cc2)N2Cc3ccccc3C2=O)c1 (configuration not stated) is entered as -1.8%

(further entries)
SMILES | HTT ATP protect | TR SRC2 fluor cs | RECQ1 helicase | TRb-SRC2 inh | L3MBTL1 inh | Tau fluor counter | Tau fibril FP | Tau fibril ThT
COc1ccc(N2C(=O)CSC2c2cccc(OC)c2OC)cc1 (configuration not stated) | -8.5%[10 µM] | -5.0% | 5.1% | -2.5% | -2.1% | -6.2% | 1.2% | -1.8%
O=C(CNC(=O)c1ccncc1)N/N=C/c1cccc([N+](=O)[O-])c1 | 7.7% | -0.2% | 2.3% | -6.0% | . | -6.7% | 2.0% | -13.7%
CCOC(=O)c1c(C)oc2ccc(OCc3cc(C(=O)OC)oc3C)cc12 | -19.6% | 0.8% | -9.2% | -2.7% | . | -20.8% | -1.1% | ?
O=C(/C=C/c1cnc2ccccc2n1)NC1CCCCCC1 | 10.1%[10 µM] | -1.1% | -7.2% | 10.9% | -7.2% | -6.1% | -1.4% | -10.8%
COc1ccc(CSc2nncn2N)cc1[N+](=O)[O-] | 2.9%[10 µM] | -1.9% | 4.1% | 21.3% | -4.9% | -5.7% | 10.3% | -4.6%
COc1ccc(C(C(O)C(=O)c2c[nH]c3ccccc23)N2CCN(c3ccc(OC)cc3)CC2)cc1 (configuration not stated) | -6.2% | -7.5% | -5.6% | -4.4% | . | ? | 21.7% | -16.8%
COc1ccc(C(=O)c2ccccc2)c2c(O)ccc(C(=O)c3ccccc3)c12 | 1.0% | -2.1% | -18.8% | -4.6% | . | ? | 9.1% | ?
Cc1ccc(CC(NC(=O)c2ccccc2)C(=O)NC(C)C(=O)O)cc1 (configuration not stated) | 0.0%[10 µM] | 2.2% | -8.6% | 2.2% | . | -10.1% | -0.6% | -4.9%
COc1ccc(CC(=O)Nc2cccc(-c3ccc4nncn4n3)c2)cc1OC | -14.1% | 1.6% | -7.0% | -8.5% | . | -4.4% | -1.8% | -9.5%
CCCn1c(SCC(=O)Nc2c(C)cccc2C)nnc1C(C)C | -17.0%[10 µM] | -1.6% | -0.2% | -1.2% | -2.1% | 5.0% | -6.4% | -6.0%
CCN(CC)S(=O)(=O)c1ccc(NC(=S)NC(=O)CC(C)C)cc1 | . | -0.2% | -7.6% | 0.3% | 2.3% | -21.7% | -5.6% | -5.0%
COc1ccc(C(=O)c2ccc(OC)cc2OC)cc1 | 0.8%[10 µM] | -0.8% | -4.7% | 0.3% | . | -6.0% | -6.2% | .
CCOC(=O)c1sc2nc(C)c([N+](=O)[O-])c(COC)c2c1N | 0.9%[10 µM] | -4.0% | ? | -3.2% | -2.2% | -14.9% | -0.9% | ?
Cc1cccn2c(=O)c3cc(C(=O)NCc4cccnc4)c(=N)n(C)c3nc12 | -8.2% | 0.4% | i | 2.0% | 2.6% | 9.5% | 3.2% | -0.8%
CC(C)C[C@@H](CC(=O)N[C@H](CC(=O)N[C@@H]1CCCC[C@H]1C(=O)N[C@H](CC(=O)N[C@@H](CCC(=O)O)CC(=O)O)CC(C)C)C(C)C)NC(=O)[C@@H]1CNCC[C@H]1N | 2.4%[1.9 µM] | -2.0% | -6.9% | 4.3% | . | -12.4% | -8.4% | ?
NC(=O)c1nsc(C(=O)N(CCc2ccccc2)C(C(=O)NC2CCCC2)c2ccco2)c1N (configuration not stated) | -11.7%[10 µM] | -2.0% | -0.4% | -9.5% | -2.7% | -17.8% | -9.4% | -16.3%
COC(=O)c1ccc(Sc2ccc(C)cc2)c(N)c1 | -7.0%[0.074 µM] | 0.3% | -10.3% | -6.0% | 36.4%[activator] | ? | 4.8% | -11.2%
Cc1ccc2nc(-c3cccc(Br)c3)cc(C(=O)NC3=NCCS3)c2c1 | 34.5%[10 µM] | -1.3% | i | -11.5% | -10.1% | -29.3% | ? | 3.0%
O=C(CC12CC3CC(CC(C3)C1)C2)NCC(=O)N1CCCC1 | -0.5%[0.074 µM] | -0.5% | -0.4% | -3.2% | 19.6%[11.4 µM] | 6.6% | -1.2% | -5.8%

Quoted at random: 2 compounds from above, in no set order.
SMILES | HTT ATP protect | TR SRC2 fluor cs | RECQ1 helicase | TRb-SRC2 inh | L3MBTL1 inh | Tau fluor counter | Tau fibril FP | Tau fibril ThT
COC(=O)c1ccc(Sc2ccc(C)cc2)c(N)c1 | -7.0%[0.074 µM] | 0.3% | -10.3% | -6.0% | 36.4%[activator] | ? | 4.8% | -11.2%
c1ccc(Nc2cccc3ccccc23)cc1 | -16.5% | 0.1%[201 µM] | -7.9% | 1.7%[201 µM] | 7.8% | . | . | .

The list is partial, so the mix of outcomes need not match the whole.
